Screening results deposited in PubChem by several laboratories.
Fh CTSL1 inh – cathepsin L1 inhibition, PFM18AAP counter-screen; recombinant F. hepatica cathepsin L1, Z-Leu-Arg-MCA fluorescence; inhibition, % at 5.96 µM; 0.49% of 300,000 active; AID 1906;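 active = inhibition above the mean of all tested compounds plus 3 SD, set per screening campaign, cut at about 17% in these data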;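 also: 0% = plate median of test compound wells and 100% = 1 µM Z-Phe-Ala-diazomethylketone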
TPT1 inhibitor – blocks Candida albicans tRNA 2'-phosphotransferase | recombinant caTPT1, FP RNA substrate dephosphorylation | inhibition, % at 5 µM | 0.81% of 300,000 active | AID 1962;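 active = inhibition above the mean of all tested compounds plus 3 SD, set per screening campaign, cut at about 24% in these data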;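 also: plate controls were DMSO alone for no effect and ferristatin control at 100 nM for full effect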
HCV core dimer – HCV core protein dimerization inhibition. TR-FRET GST/Flag-core106 dimerization, 1536-well. AID 1899. inhibition, % at 5 µM. 0.33% of 300,000 active;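 active = inhibition above the mean of all tested compounds plus 3 SD, set per screening campaign, cut at about 45% in these data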
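Assay system: Tagged HCV core106 pair (GST and Flag) | Buffer or medium: KF-containing HEPES buffer, pH 7.45, DTT, CHAPS, BSA | Also added: Eu donor and XL665 acceptor anti-tag antibodies | Dosing: One concentration, 5 µM, in 0.5% DMSO | Timing: 4 h at 22.5 °C | Technique: TR-FRET 671 and 617 nm emission | Repeats: Singlicate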
Efflux pump inh – antifungal efflux pump inhibition, Nile Red retention | S. cerevisiae Candida pump triplex | 0.44% of 330,000 active | AID 485275 | inhibition, % at 10 µM;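 active = plate passing quality check with inhibition over a set limit, or well fluorescence over plate mean plus 4 SD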;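 also: Nile Red retained in pooled yeast measured as flow cytometry median fluorescence; 0% = buffer negative control and 100% = Enniatin B positive control; higher means more Nile Red kept so more efflux inhibition; some compounds called inactive have numbers as strong as hits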
PP5 primary – blocks human protein phosphatase 5 activity; purified PP5c, OMFP substrate fluorescence; inhibition, % at 6.7 µM; 0.18% of 320,000 active;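 active = inhibition above the campaign's mean inhibition across all tested compounds plus 3 SD, cut at about 9.5% in these data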;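 also: 0% = DMSO only and 100% = 100 µM cantharidin control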
Target sequence (P53041 whole entry, looked up): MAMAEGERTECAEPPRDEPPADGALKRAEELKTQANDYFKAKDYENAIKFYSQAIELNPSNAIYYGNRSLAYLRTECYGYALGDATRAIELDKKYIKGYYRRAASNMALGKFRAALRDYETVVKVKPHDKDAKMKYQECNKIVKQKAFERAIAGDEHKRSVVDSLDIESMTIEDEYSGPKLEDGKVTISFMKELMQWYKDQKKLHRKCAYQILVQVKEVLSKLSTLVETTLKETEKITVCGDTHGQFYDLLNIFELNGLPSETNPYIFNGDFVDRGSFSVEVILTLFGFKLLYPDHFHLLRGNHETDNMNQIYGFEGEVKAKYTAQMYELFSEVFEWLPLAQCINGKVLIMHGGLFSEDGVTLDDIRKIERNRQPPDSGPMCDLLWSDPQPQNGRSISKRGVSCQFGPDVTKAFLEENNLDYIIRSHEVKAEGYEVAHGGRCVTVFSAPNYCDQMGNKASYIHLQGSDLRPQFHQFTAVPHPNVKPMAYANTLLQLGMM
procasp3 activ – activates human procaspase-3. P42574. recombinant procaspase-3 D3A, Ac-DEVD-pNA absorbance 405 nm. activation, % at 8.5 µM. 0.11% of 330,000 active;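 active = activation above the mean of all tested compounds plus 3 SD, cut at about 21% in these data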;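 also: 0% = DMSO alone and 100% = DMSO wells spiked with extra 5 µM PC-3 D3A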
Target sequence (P42574 whole entry D9A/D28A/D175A): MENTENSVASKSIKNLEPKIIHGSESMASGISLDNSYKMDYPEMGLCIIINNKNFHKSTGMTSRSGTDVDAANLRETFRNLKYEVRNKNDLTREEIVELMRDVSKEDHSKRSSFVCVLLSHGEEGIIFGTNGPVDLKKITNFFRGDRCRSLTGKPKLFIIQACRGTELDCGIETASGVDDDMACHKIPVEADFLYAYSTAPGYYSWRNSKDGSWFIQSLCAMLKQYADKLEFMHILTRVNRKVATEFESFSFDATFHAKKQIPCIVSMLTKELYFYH
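Compound: 8.5 µM single point, 0.8% DMSO / Material: Autoprocessing-dead procaspase-3 D3A mutant enzyme / Timing: 1 h preincubation plus 2 h reaction at 25 °C / Medium: Zinc-free HEPES/NaCl buffer with 0.01% Triton X-100 at pH 7.4 / Technique: 405 nm absorbance of p-nitroaniline, reads at 0 and 120 min / Repeats: one well per compound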
procasp7 counter – counter-screen for procaspase-3 activators: activators of human procaspase-7; 0.093% of 330,000 active; activation, % at 8.5 µM; recombinant procaspase-7, Ac-DEVD-pNA absorbance 405 nm; D23A/D198A/D206A triple mutant, cannot self-cleave; scale: DMSO 0, 5 µM enzyme 100; P55210; AID 463210;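 active = percent activation above the screen-wide mean plus 3 SD, cut at about 25% in these data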
Target sequence (P55210 whole entry D23A/D198A/D206A): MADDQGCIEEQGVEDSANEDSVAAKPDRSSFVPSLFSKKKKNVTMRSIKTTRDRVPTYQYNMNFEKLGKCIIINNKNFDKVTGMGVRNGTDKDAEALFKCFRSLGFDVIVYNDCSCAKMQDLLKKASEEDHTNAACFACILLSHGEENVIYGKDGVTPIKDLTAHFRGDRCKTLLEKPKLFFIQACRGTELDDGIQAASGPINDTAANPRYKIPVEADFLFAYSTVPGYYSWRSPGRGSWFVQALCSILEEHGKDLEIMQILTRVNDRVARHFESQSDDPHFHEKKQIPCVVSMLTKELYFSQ
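Replicates: singlicate. Assay system: Procaspase-7 triple mutant (PC-7 D3A). Signal: 405 nm absorbance of p-nitroaniline. Times: 1 h preincubation, 2 h reaction. Buffer or medium: Zinc-free HEPES pH 7.4 with 300 mM NaCl, 0.01% Triton X-100. Also added: DEVD-pNA substrate. Benchmarks: DMSO wells as 0%, DMSO with 5 µM added PC-7 as 100%.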
PP1 inh – PP1-alpha (human) inhibition in PP5 counter-screen | P62136 | purified PP1alpha, OMFP fluorescence | inhibition, % at 6.7 µM | 0.9% of 320,000 active | AID 2235;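 active = inhibition above the mean inhibition of all tested compounds plus 3 SD, computed separately for each screening campaign, cut at about 15% in these data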
JMJD2C inh – blocks human GASC-1 demethylase activity | 0.069% of 330,000 active | GST-JMJD2C(1-420) H3K9me3 demethylation, DELFIA europium | inhibition, % at 2.35 µM | Q9H3R0 | AID 2099;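 active = more than half of a compound's replicate wells show inhibition beyond 50%, single wells judged on their own value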;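 also: signal counts dimethyl H3K9 product captured on neutravidin plate; 0% = median of DMSO wells and 100% = 0.3 times that DMSO median; strong numbers were not always called active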
The depositor's hits bear a star; . = no result given; & = joins results of further samples.

SMILES	Fh CTSL1 inh	TPT1 inhibitor	HCV core dimer	Efflux pump inh	PP5 primary	procasp3 activ	procasp7 counter	PP1 inh	JMJD2C inh
CCC(=O)Nc1ccc(Cl)c(NC(=S)NC(=O)c2cc3ccccc3o2)c1	3	1	-3	0.0	-3.0	8	-8	-1	7
O=C(Nc1ccc2c(c1)OCO2)N1CCCC1	-8	0	-8	0.1	1.1	1	7	-1	-3
O=S(=O)(NCc1ccccc1)c1ccc(S(=O)(=O)N2CCCC2)cc1	0	-2	11	0.0	0.7	-5	0	2	2
CN(CCC#N)C(=O)COC(=O)[C@H](Cc1ccccc1)N1C(=O)c2ccccc2C1=O	-10	1	6	0.1	1.8	3	-3	0	11
COc1ccccc1CNC(=O)CCCn1nc(C)c2c(C)n(-c3ccc(C)cc3)nc2c1=O	2	-1	13	-0.3	-0.3	0	13	4	8
COc1cc(/C=C/C(=O)OCC(=O)N2CC3(C)CC2CC(C)(C)C3)ccc1O (stereo unspecified)	-3	-1	10	-0.4	2.6	-7	4	-3	-3
CC(=O)c1ccccc1OCCCCN1CCCCC1	3	0	-7	-0.1	1.8	9	-8	-1	-12
Cc1cc(OCC(=O)Nc2ccccc2C(N)=O)c2c(C)cc(=O)oc2c1	0	-2	5	0.0	3.1	3	-5	-10	3
COc1ccc(NC(=S)N/N=C2\CC(C)(C)Oc3ccc(OC)cc32)cc1	2	-3	8	0.0	1.3	-1	1	-2	1
C/C(=N\NC(=O)c1c(Br)c(C)nn1C)c1ccc(NC(=O)c2ccoc2C)cc1	-3	-3	-3	0.7	2.4	0	3	-5	-4
COc1ccccc1/C=C/C=N/N1CCN(c2ccccn2)CC1	0	0	2	-0.3	-1.2	-6	-5	-1	-7
CC1(c2ccccc2)NC(=O)N(CC(=O)Nc2cc(Cl)ccc2N2CCOCC2)C1=O (stereo unspecified)	0	3	-1	-0.1	-0.8	-5	7	-3	14
CC(C)C(=O)Nc1ccc([N+](=O)[O-])c(C(F)(F)F)c1	-1	-4	-3	-0.2	-1.0	-6	0	4	-36
Cc1oc(-c2ccc(Cl)cc2)nc1CN1CCC(C(=O)NCCCN2CCCC(C)C2)CC1 (stereo unspecified)	-1	3	-2	0.1	3.0	3	2	-3	25
O=C(Nc1cccc(F)c1)N1CC=C(c2ccc(Cl)cc2)CC1	-1	1	-2	0.1	4.0	5	1	-4	-3
CCN(CC(=O)Nc1ccc(NC(C)=O)cc1)C(=O)Cc1c(Cl)cccc1Cl	-1	-1	-3	0.0	4.3	7	-3	-1	14
CC(=O)c1c(C)[nH]c(C(=O)OCC(=O)Nc2ccc(C)cc2[N+](=O)[O-])c1C	-6	-2	-5	-0.2	3.5	-1	-6	1	-4
Cc1c(C(=O)NC2CCCc3ccccc32)oc2ccc(S(=O)(=O)N3CCCC3)cc12 (stereo unspecified)	-4	2	9	0.2	2.2	4	7	-5	7
Cc1ccc(S(=O)(=O)N2CCC(C(=O)OCCOc3ccccc3)CC2)cc1C	3	4	2	-0.2	-0.3	7	4	-2	-12
COc1ccc(CNc2ccccc2SC)cc1OC	-2	0	1	0.0	1.2	11	-5	0	5
COc1ccccc1N1CCN(Cc2cc(OC)c3c(c2)OCO3)CC1	-2	-2	-2	0.1	2.9	-2	8	-2	5
COC(=O)c1sccc1NC(=O)COc1ccc(Cl)cc1Cl	-1	1	-1	-0.1	3.1	-5	1	2	10
O=C(Nc1ncc(Cc2cccc(C(F)(F)F)c2)s1)c1ccc(-c2cccc([N+](=O)[O-])c2)o1	0	-3	8	0.4	2.1	-2	3	-3	7
Cc1noc(C)c1NC(=O)Nc1ccc2c(c1)C(=O)N([C@H](C)CO)C[C@H](C)[C@@H](CN(C)S(C)(=O)=O)O2	.	.	.	0.3	.	0	3	.	7
COc1cc(OC)cc(C(=O)NCC(=O)OCC(=O)N2CC(C)CC(C)C2)c1 (stereo unspecified)	-14	-3	0	0.1	0.8	4	4	-2	-1
CCN(CC)c1ccc2cc(-c3nc4ccccc4[nH]3)c(=O)oc2c1	4	-7	-6	0.5	-22	-26	-3	-20	-18
COc1cccc(OC)c1C(=O)Nc1ccc(S(=O)(=O)Nc2ncccn2)cc1	-3	-2	-5	0.4	2.1	3	-2	1	-6
Cn1c(=O)c2c(ncn2CC(=O)N2CCN(S(=O)(=O)c3ccc(Cl)cc3)CC2)n(C)c1=O	-2	15	-5	0.4	2.1	4	-12	0	-26
O=C(COc1cc(Cl)c(Cl)cc1Cl)Nc1cccc(O)c1	2	1	1	0.1	3.1	-4	7	2	2
CCn1cnc2cc(NS(=O)(=O)c3ccc(C)cc3)ccc21	-2	0	0	-0.1	5.9	-5	4	-5	-5
COc1cccc(CN(C)Cc2c(O)ccc3ccccc23)c1	1	-2	-8	0.0	2.9	-15	-27	1	0
O=C(O)C1C2C=CC(C2)C1C(=O)Nc1ccccc1Br (stereo unspecified)	-2	2	-12	0.1	-0.2	-2	-6	-1	16
C/C(N)=C(/C#N)C(=O)COC(=O)CCS(=O)(=O)c1ccccc1	-40	1	3	-0.1	-3.1	-1	-2	-2	-11
CC(=O)Nc1ccc(C(=O)COC(=O)CN2C(=O)NC3(CCCCC3C)C2=O)cc1 (stereo unspecified)	.	.	.	0.2	2.0	2	-7	-2	.
C=CCn1cc(C(=O)c2cc(Br)ccc2O)cc(C#N)c1=O	-2	14	2	0.1	-2.3	-2	-4	-2	-5
O=C(O)c1nn(CCOc2ccc(Cl)cc2Cl)c(=O)c2ccccc12	2	1	-2	0.1	2.3	1	11	2	9
O=c1[nH]c(/C=C/c2cccc(Br)c2)nc2ccccc12	50*	3	15	0.0	0.8	5	4	-1	1
CC1(C)NC(=O)N(CC(O)COc2ccc(-c3ccccc3)cc2)C1=O (stereo unspecified)	-2	3	3	0.0	4.7	-1	-5	-6	5
CC12CCC(=O)N1c1ccccc1C(=O)N2c1ccccc1 (stereo unspecified)	1	-1	0	0.2	-0.1	0	14	-3	-1
CCCC(=O)OCCNc1cc(Sc2nccn2C)c2nonc2c1[N+](=O)[O-]	-1	2	4	0.1	0.7	-19	-14	-9	9
NS(=O)(=O)c1ccc(CCNC(=O)CNCCc2ccc(C(F)(F)F)cc2)cc1	4	-1	3	-0.1	3.7	12	4	2	-25
CCCC(=O)N1CCc2cc(OC)c(OC)cc2C1c1cc2cc3c(cc2[nH]c1=O)OCO3 (stereo unspecified)	-4	-3	6	0.0	2.6	1	8	-4	13
COc1cccc(NC(=O)N(CCN(C)C)C(C)c2cccnc2)c1 (stereo unspecified)	2	-3	0	0.0	0.7	0	1	-4	2
COc1ccc(/C=C2\S/C(=N/S(=O)(=O)c3cccs3)NC2=O)cc1	2	2	2	0.0	2.4	-2	-5	6	6
CCCn1c(N)c(C(=O)CSc2nnc(C)n2Cc2ccccc2)c(=O)n(C)c1=O	-2	0	1	0.1	0.7	3	1	0	-6
CN(c1ccc(C(=O)Nc2ccccn2)cc1)S(=O)(=O)c1ccccc1	2	-4	2	-0.2	-1.6	8	11	0	6
Cc1cc2nnc(SCC(=O)Nc3ccc(Cl)cc3)n2c(N)n1	1	0	1	-0.3	-1.0	2	-5	-1	-5
O=C(Nc1ccccc1)OC1C2CCC1C(N1CCCCC1)CC2 (stereo unspecified)	3	-5	-2	-0.1	-3.4	6	1	-2	4
CN1CCN(CCC(=O)N/N=C/C=C2\N(C)c3ccccc3C2(C)C)CC1	1	12	-11	-0.2	1.2	-3	3	-3	-21
CN(Cc1cccs1)C(=O)CNC(=O)c1ccco1	-1	-4	-11	-0.1	2.9	1	0	-3	39
CN(C)CCCNC(=O)C1(O)c2cc(Br)ccc2NC(=O)N1c1c(F)cccc1F (stereo unspecified)	6	-2	-17	0.0	0.8	3	4	1	2
Cc1cccc(OCC(O)Cn2c(NCCCOC(C)C)nc3c2c(=O)[nH]c(=O)n3C)c1 (stereo unspecified)	-4	0	-4	0.5	0.1	-2	11	-4	-8
O=C1CSC(c2ccccc2)N1CCc1ccccc1 (stereo unspecified)	2	0	8	-0.1	-0.8	5	15	-3	-2
Cc1c(NC(=S)NNC(=O)CCC(=O)O)c(=O)n(-c2ccccc2)n1C	-4	-2	-3	0.1	-1.0	2	1	0	-3
Cc1ccc(S(N)(=O)=O)c(C)c1N1CCCC1=O	9	1	1	-0.1	-1.7	4	10	-4	1
COC(=O)c1nc2n(n1)C(c1cccc(Cl)c1)C1=C(CC(C)(C)CC1=O)N2 (stereo unspecified)	4	-1	-5	-0.3	-1.2	10	-5	-3	8
CCCOc1cccc(C(=O)Nc2cc(NC(=O)c3ccco3)ccc2OC)c1	0	4	10	-0.2	1.5	5	-1	6	-39&-2
CC(c1n[nH]c(=S)n1Cc1ccccc1)N(C)C (stereo unspecified)	0	1	4	0.0	-0.8	1	7	-6	-12
CC(C)Cn1cc(C(=O)NCCCOC(C)C)c2c3ccccc3n(C)c2c1=O	1	-2	-5	0.6	1.5	4	5	-2	-4
C(=N\n1cnnc1SCc1ccccc1)/c1ccco1	0	5	4	0.1	4.3	-4	0	-1	3

Gathered by group, the entries above with two or more sulfur atoms (2)
SMILES	Fh CTSL1 inh	TPT1 inhibitor	HCV core dimer	Efflux pump inh	PP5 primary	procasp3 activ	procasp7 counter	PP1 inh	JMJD2C inh
O=S(=O)(NCc1ccccc1)c1ccc(S(=O)(=O)N2CCCC2)cc1	0	-2	11	0.0	0.7	-5	0	2	2
COc1ccc(/C=C2\S/C(=N/S(=O)(=O)c3cccs3)NC2=O)cc1	2	2	2	0.0	2.4	-2	-5	6	6

Next section
SMILES	Fh CTSL1 inh	TPT1 inhibitor	HCV core dimer	Efflux pump inh	PP5 primary	procasp3 activ	procasp7 counter	PP1 inh	JMJD2C inh
CC(=O)Nc1ccc(N(CC(=O)NC2CCCC2)C(=O)CCC(=O)Nc2cc(C)on2)cc1	-1	3	1	-0.1	-0.4	2	8	1	4
Cc1ccc(S(=O)(=O)NCc2ccccc2)cc1C(=O)N(C)CC(=O)Nc1c(Cl)cccc1Cl	4	-4	0	0.0	-0.5	-1	6	-2	0
CCOc1ccc2oc(C(=O)N(C)CC(=O)Nc3ccc(OCC)c(OCC)c3)c(C)c2c1	7	-3	2	-0.2	1.7	3	5	1	0
COC(=O)Cn1cnc2c1c(=O)n(C)c(=O)n2C	-1	-1	0	0.1	-0.2	-1	-17	-2	3
Cc1cc(C(C)(C)C)oc1C(=O)OCC(=O)NC1CCCCC1	-1	-2	3	0.0	-0.2	-8	4	-4	9
